# Tau fluor cs: Counterscreen qHTS for Inhibitors of Tau Fibril Formation, Fluorescence Polarization. 280,000 tested, 0.93% active. Potency, µM (top dose mostly 57.7 µM), for the others: at the highest dose activity change, negative = decrease. AID 1463, 2008. tau K18 P301L Alexa594 fluorescence, heparin fibrillization; also: potency is read from the fitted curve at half-maximal effect; % is scaled to controls: 0 for no effect and ±100 for the full control effect; nearly all actives have a fitted effect of over 55% in size
#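 Human tau K18 P301L (15 uM unlabeled, 0.24 uM Alexa 594-labeled) in 100 mM sodium acetate pH 7 with 20 uM heparin, 6 hr at 37 C. ThT 30 uM added, 1 hr ambient; Alexa 594 FP and total fluorescence read at 555/632 nm.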
# NPSR antagonist: qHTS Assay for Antagonists of the Neuropeptide S Receptor: cAMP Signal Transduction. Q6W5P4. CHO-NPSR cells, cAMP TR-FRET, antagonist mode. Potency, µM (highest dose often 38.3 µM), inactives show at the highest dose activity change, negative = inhibition, usual class: inhibitors. 220,000 tested, 1% active; also: potency is read from the fitted curve at half-maximal effect; % is scaled to controls: 0 for no effect and ±100 for the full control effect; nearly all actives have a fitted effect of over 50% in size; many of its hits are not listed in these tables
# Target sequence (Q6W5P4 whole entry, looked up): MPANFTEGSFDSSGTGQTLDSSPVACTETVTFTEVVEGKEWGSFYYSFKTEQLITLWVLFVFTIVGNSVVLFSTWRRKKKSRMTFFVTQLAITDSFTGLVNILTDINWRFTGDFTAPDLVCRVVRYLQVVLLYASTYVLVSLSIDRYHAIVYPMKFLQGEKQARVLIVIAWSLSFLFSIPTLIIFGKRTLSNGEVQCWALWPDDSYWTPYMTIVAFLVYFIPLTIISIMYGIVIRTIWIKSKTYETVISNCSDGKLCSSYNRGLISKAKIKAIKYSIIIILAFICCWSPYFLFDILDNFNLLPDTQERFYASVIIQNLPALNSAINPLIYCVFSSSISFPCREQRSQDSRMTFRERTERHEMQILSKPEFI
# GLA spleen mod: qHTS Assay for Inhibitors and Activators of Human alpha-Galactosidase From Spleen Homogenate. human spleen homogenate, 4MU-alpha-Gal fluorescence, 40 min. Potency, µM (top dose mostly 80 µM), inactives show top-dose activity change, negative = inhibition, usual class: inhibitors. 240,000 tested, 0.008% active. AID 2107, 2009;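 also: potency is read from the fitted curve at half-maximal effect; 0% = enzyme with vehicle and -100% = no enzyme basal signal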
#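 qHTS titration in buffer at pH 5.0. Alpha-galactosidase activity in spleen homogenate was measured via 4-methylumbelliferone release from 1 mM fluorogenic substrate after 40 min at 37C and a pH 10 stop. AC50 came from Hill fits of control-normalized data.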
# Tau fibril FP: qHTS for Inhibitors of Tau Fibril Formation, Fluorescence Polarization; Microtubule-associated protein tau (Homo sapiens), P10636; K18 P301L tau heparin fibrillization, Alexa594 FP, 6 h; Potency, µM (highest dose often 57.7 µM), inactives show at the highest dose activity, negative = inhibition, usual class: inhibitors; 280,000 tested, 0.39% active; also: potency is read from the fitted curve at half-maximal effect; % is scaled to controls: 0 for no effect and ±100 for the full control effect; nearly all actives have a fitted effect of over 55% in size
# Target sequence (P10636 561-689 P618L limits assumed): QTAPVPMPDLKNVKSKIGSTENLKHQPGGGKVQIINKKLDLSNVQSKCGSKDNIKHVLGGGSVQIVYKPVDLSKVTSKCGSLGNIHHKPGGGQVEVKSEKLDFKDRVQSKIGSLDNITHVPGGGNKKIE
#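 Steps: dispense K18 P301L tau (15 uM plus 0.24 uM Alexa 594 tracer, final) in pH 7 sodium acetate; add compound; add heparin (20 uM final); incubate 6 hr, 37 C; add ThT (30 uM final); after 1 hr ambient, read FP.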
# CBFb-RUNX1 inh: qHTS Assay for Compounds Blocking the Interaction Between CBF-beta and RUNX1 for the Treatment of Acute Myeloid Leukemia; Runt-related transcription factor 1 (Homo sapiens) + Core-binding factor subunit beta …; 230,000 tested, under 10 active; AlphaScreen CBFb-His/RUNX1-biotin binding, biochemical; AID 1477, 2009; Potency, µM (top dose mostly 59.8 µM), inactives show top-dose activity, negative = inhibition, hits mostly inhibitors; also: % of control where 0% means no effect
#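 AlphaScreen proximity signal reports loss of binding between His-tagged CBF-beta and biotin-labelled RUNX1, each at 30 nM. Proteins are pre-associated for 20 minutes, compounds added for 15 minutes, then beads for 90 minutes, all at ambient temperature.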
# TR SRC2 fluor cs: Total Fluorescence Counterscreen for Inhibitors of the Interaction of Thyroid Hormone Receptor and Steroid Receptor Coregulator 2. 280,000 tested, 0.29% active. TRb/SRC2 Texas Red total fluorescence interference. Potency, µM (series often up to 106 µM), for inactives: at the highest dose fluorescence change, negative = quenching; active = well fitted curve in either direction with a large enough effect; inconclusive = small, poorly fitted or top-dose-only effect; also: potency is read from the fitted curve at half-maximal effect; % is scaled to controls: 0 for no effect and ±100 for the full control effect
#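 Human TRb ligand-binding domain at 0.6 uM with 20 nM Texas Red SRC2 peptide in Tris buffer containing 1 uM T3 and 5% DMSO, incubated with compound 5 h at ambient temperature. Total fluorescence (555/632 nm) calculated as parallel + 2 × perpendicular.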
# TRb SRC2 PPI: qHTS for Inhibitors of the Interaction of Thyroid Hormone Receptor and Steroid Receptor Coregulator 2 | Thyroid hormone receptor beta (Homo sapiens), P10828 | TRbeta-SRC2 peptide binding, fluorescence polarization; receptor liganded with 1 µM T3 | Potency, µM (highest dose often 106 µM), for inactives: at the highest dose activity change, negative = inhibition, most hits filed as inhibitors | 280,000 tested, 0.065% active | AID 1469, 2008;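 also: potency is read from the fitted curve at half-maximal effect; plate controls were bound peptide for no effect and peptide without receptor for full effect; nearly all actives have a fitted effect of over 50% in size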
# Target sequence (P10828 whole entry, looked up): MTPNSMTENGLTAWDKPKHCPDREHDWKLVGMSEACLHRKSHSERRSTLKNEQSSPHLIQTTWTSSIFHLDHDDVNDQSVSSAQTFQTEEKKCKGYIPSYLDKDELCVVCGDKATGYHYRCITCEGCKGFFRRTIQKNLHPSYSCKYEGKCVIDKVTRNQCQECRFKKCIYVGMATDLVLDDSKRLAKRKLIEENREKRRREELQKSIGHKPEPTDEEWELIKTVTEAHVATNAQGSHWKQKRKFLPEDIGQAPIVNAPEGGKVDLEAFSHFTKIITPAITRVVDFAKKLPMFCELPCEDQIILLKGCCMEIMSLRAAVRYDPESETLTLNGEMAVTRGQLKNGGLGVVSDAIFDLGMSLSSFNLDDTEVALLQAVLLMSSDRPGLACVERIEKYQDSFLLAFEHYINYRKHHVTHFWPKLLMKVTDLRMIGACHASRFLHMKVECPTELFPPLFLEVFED
#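 Fluorescence polarization of 20 nM Texas Red SRC2 peptide (20-aa NR interaction domain) bound to 0.6 uM human TRb ligand-binding domain, with 1 uM T3, after 5 hr at ambient temperature; inhibition seen as decreased polarization.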
# Epigenetic reg: Quantitative High-Throughput Screen for Regulators of Epigenetic Control. murine LDR cells, GFP reporter derepression, 30 h. Potency, µM (doses to about 53.9 µM), for the others: at the top dose GFP activation, most hits filed as activators. 280,000 tested, 0.2% active. AID 1865, 2009; also: potency is read from the fitted curve at half-maximal effect; % of control where 0% means no effect; nearly all actives have a fitted effect of over 60% in size
#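 Murine LDR cells bearing a silenced CMV-driven GFP reporter were exposed to compound for 30 h at 37 C. After PBS washes, GFP-positive cells (20-120 um objects) counted by laser-scanning microplate cytometry.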
# * = called active by the depositor; ? = inconclusive; · = not tested or not shown; [ ] = dose if it differs, or a comment. Unless noted, calls follow the shape of the dose curve; as a rule, active = well fitted curve in the direction sought with a large enough effect; inconclusive = small, poorly fitted or top-dose-only effect, or another doubt; inactive = no such curve, though single readings can be large; an effect the other way counts as inactive or inconclusive.
SMILES,Tau fluor cs,NPSR antagonist,GLA spleen mod,Tau fibril FP,CBFb-RUNX1 inh,TR SRC2 fluor cs,TRb SRC2 PPI,Epigenetic reg
CCCOc1ccc(NC(=O)CC2C(=O)N(c3ccc(Cl)cc3)C(=O)N2CCc2ccncc2)cc1 (stereo not given),?,·,·,?,·,0%,1%,-1.3%
COc1cccc(NC(=O)Nc2cccn(Cc3ccccc3)c2=O)c1,-22%,-5%[46.1 µM],3%,0%,-8%,-4%,0%,-1.1%
O=C(CNC(=O)c1ccccc1)OC(C(=O)Nc1cc(C(F)(F)F)ccc1Cl)c1ccccc1 (stereo not given),-24%,-23%[46.1 µM],-18%,?,7%,0%,-2%,-4.5%
Cc1ccc2c(COC(=O)c3n[nH]c4ccccc34)cc(=O)oc2c1,-17%,-27%[46.1 µM],9%,-8%,3%,1%,8%,-1.0%
Cc1cc(C(=O)CSc2ccc(Cl)cc2)cc(C)c1OC(=S)N(C)C,?,?,-6%,-5%,14%,0%,-7%,4.7%
Cn1c(SCC(=O)OC2CCCCC2)nnc1-c1ccc2c(c1)OCO2,1%,-20%[46.1 µM],-7%,7%,2%,0%,4%,-0.8%
O=C(COC(=O)Cc1ccc2c(c1)OCCO2)Nc1ccc(S(=O)(=O)N2CCCC2)cc1,-26%,-15%[46.1 µM],1%,-7%,1%,-2%,-10%,-0.2%
O=C(C1CCCN(S(=O)(=O)c2cccc3nsnc23)C1)N1CCc2ccccc21 (stereo not given),-18%,-20%[46.1 µM],-4%,6%,-16%,-2%,3%,-1.1%
CCOC(=O)c1c(NC(=S)Nc2ccc(OC)cc2)sc2c1CCCCC2,-18%,-12%,1%,1%,-1%,1%,-5%,-1.6%
CCc1ccc(NC(=O)CCNS(=O)(=O)c2cccc3nonc23)cc1,-14%,-10%[46.1 µM],5%,5%,10%,-2%,2%,1.2%
CC(C)Oc1ccc(CNC(=O)c2ccc(NC(=O)N3CCSc4ncccc43)cc2)cc1,-29%,·,·,-7%,·,-3%,2%,2.7%
O=C(Nc1nnc(COc2ccccc2F)s1)Nc1ccccc1F,?,-25%,-11%,14µM*,2%,-1%,-9%,3.1%
Cc1ccc(CCNC(=O)C23C[C@H]4C[C@@H](C2)CC(n2nnc(C)n2)(C4)C3)cc1,-6%,-11%,9%,2%,10%,-6%,-7%,-0.1%
CCOC(=O)c1c(NC(=O)c2ccc(Cl)s2)sc(C)c1C,-1%,-5%[46.1 µM],6%,-5%,12%,-5%,-10%,1.3%
CCCCN=C1NC(=O)C(CC(=O)NCCc2ccc(OC)cc2)S1 (stereo not given),-3%,-2%[46.1 µM],-1%,0%,-5%,?,-23%[53 µM],0.0%
CC(C)OC(=O)c1nnc(Cc2ccc(Cl)cc2)o1,-13%,7%,-4%,-1%,16%[2.36 µM],-2%,9%,7.4%
CCOC(=O)Cc1csc(NC(=O)c2cc3ccccc3o2)n1,-16%,-7%,7%,-6%,-3%,0%,-5%,-0.4%
O=c1[nH]c2ccccc2n1CCCSc1cnc2ccccc2n1,-3%,-15%[46.1 µM],-1%,-1%,4%,-4%,4%,0.0%
O=C1NN(c2ccccc2)C(=O)/C1=C\c1ccccc1OCC(=O)N1CCOCC1,-15%,-12%[46.1 µM],-8%,-5%,-8%,-11%,-4%,6.6%
CCCCNC(=O)c1ccc(-n2c(=S)[nH]c3ccccc3c2=O)cc1,1%,-16%,-2%,4%,-3%,2%,-6%,-1.5%

# Entries of single compounds, looked up by structure. Order of screens: Tau fluor cs	NPSR antagonist	GLA spleen mod	Tau fibril FP	CBFb-RUNX1 inh	TR SRC2 fluor cs	TRb SRC2 PPI	Epigenetic reg
# Results for `CC(C)Oc1ccc(CNC(=O)c2ccc(NC(=O)N3CCSc4ncccc43)cc2)cc1` → -29%	·	·	-7%	·	-3%	2%	2.7%
# Results for `O=C1NN(c2ccccc2)C(=O)/C1=C\c1ccccc1OCC(=O)N1CCOCC1` → -15%	-12%[46.1 µM]	-8%	-5%	-8%	-11%	-4%	6.6%
# Results for `Cc1ccc(CCNC(=O)C23C[C@H]4C[C@@H](C2)CC(n2nnc(C)n2)(C4)C3)cc1` → -6%	-11%	9%	2%	10%	-6%	-7%	-0.1%
# Results for `Cc1cc(C(=O)CSc2ccc(Cl)cc2)cc(C)c1OC(=S)N(C)C` → ?	?	-6%	-5%	14%	0%	-7%	4.7%
# Results for `O=c1[nH]c2ccccc2n1CCCSc1cnc2ccccc2n1` → -3%	-15%[46.1 µM]	-1%	-1%	4%	-4%	4%	0.0%

# (continued)
SMILES,Tau fluor cs,NPSR antagonist,GLA spleen mod,Tau fibril FP,CBFb-RUNX1 inh,TR SRC2 fluor cs,TRb SRC2 PPI,Epigenetic reg
O=C(Cn1cnc2cc([N+](=O)[O-])ccc2c1=O)NCc1ccccc1,-9%,-3%,-12%,3%,-7%,-6%,1%,-1.2%
CC[C@H](C)[C@H](NC(=O)[C@H](CCC(=O)O)NC(=O)[C@@H](N)CO)C(=O)N[C@@H](CCC(N)=O)C(=O)N[C@@H](CC(C)C)C(=O)N[C@@H](CCSC)C(=O)N[C@@H](Cc1cnc[nH]1)C(=O)N[C@@H](CC(N)=O)C(=O)N[C@@H](CC(C)C)C(=O)NCC(=O)N[C@@H](CCCCN)C(=O)N[C@@H](Cc1cnc[nH]1)C(=O)N[C@@H](CC(C)C)C(=O)N[C@@H](CC(N)=O)C(=O)N[C@@H](CO)C(=O)N[C@@H](CCSC)C(=O)N[C@@H](CCC(=O)O)C(=O)N[C@@H](CCCNC(=N)N)C(=O)N[C@H](C(=O)N[C@@H](CCC(=O)O)C(=O)N[C@@H](Cc1c[nH]c2ccccc12)C(=O)N[C@@H](CC(C)C)C(=O)N[C@@H](CCCNC(=N)N)C(=O)N[C@@H](CCCCN)C(=O)N[C@@H](CCCCN)C(=O)N[C@@H](CC(C)C)C(=O)N[C@@H](CCC(N)=O)C(=O)N[C@@H](CC(=O)O)C(=O)N[C@H](C(=O)N[C@@H](Cc1cnc[nH]1)C(=O)N[C@@H](CC(N)=O)C(=O)N[C@@H](Cc1ccccc1)C(=O)O)C(C)C)C(C)C,·,·,3%,·,15%,2%,-1%,·
CCC1CCCCN1C(=O)COc1ccc(F)cc1 (stereo not given),1%,-7%,3%,1%,7%,-2%,-1%,2.3%
CC1=CC(C)(C)[N+](C)(C)c2ccc(C)cc21,0%,13%,2%,-1%,0%,0%,4%,-4.0%
Cc1cc(C)n(-c2nnc3n2N=C(c2ccccc2)CS3)n1,7%,22%[46.1 µM],-1%,4%,2%,-7%,6%,0.9%
O=C(CC(Cc1ccccc1)c1ccco1)NCc1ccco1 (stereo not given),-7%,3%,-1%,0%,3%,-7%,0%,1.1%
Cc1ccc(C[n+]2cc(-c3ccc(Cl)cc3)n3c2CCC3)cc1,-15%,47%,-10%,4%,2%,3%,-6%,-1.0%
COc1ccc(C2CC2/C(=N/O)c2ccccn2)cc1 (stereo not given),2%,2%,6%,3%,?,-5%,1%,2.9%
O=C(NCc1cccn1Cc1ccccc1)Nc1cccc(C(F)(F)F)c1,?,·,·,?,·,-4%,0%,8.8%
CCn1c2c(c(=O)n3ncc(C(=O)N4CCN(c5ccc(C(C)=O)cc5)CC4)c13)CN(Cc1ccc(OC)cc1)CC2,-6%,·,·,-4%,·,-1%,4%,-1.7%
COc1ccccc1CNC(=O)CCc1nc2ccccc2c(=O)[nH]1,0%,-2%[46.1 µM],5%,2%,0%,1%,7%,6.7%
O=C(O)c1ccc(CSc2nnc(-c3cccnc3)n2-c2ccc(Br)cc2)cc1,13%,-17%,11%,5%,-3%,1%,3%,1.3%
CN(C)C(=O)c1c([N+](=O)[O-])ncn1C,2%,5%,3%,4%,3%,-2%,3%,-1.1%
COc1ccc(OC)c(CNC(=O)C2CCN(c3ncnc4c3nc3n4CCCCC3)CC2)c1,-2%,·,·,0%,·,9%,1%,-1.2%
CCOc1ccccc1NC1=C(Cl)C(=O)N(Cc2ccccc2)C1=O,-28%,-13%[46.1 µM],5%,1%,-25%,-2%,-7%,6.7%
C=CCC(CC)C(=O)NC(=O)N1CCCc2ccccc21 (stereo not given),-7%,-17%,-4%,5%,2%,-1%,3%,2.5%

# Compound activity (PubChem BioAssay)

# This is a subset; count on the stated rates, not on these rows.
